Source: PubChem (Sanford-Burnham Center for Chemical Genomics)
SENP7 inh = blocks the human protease SENP7. Q9BQF6. recombinant SENP7, Z-RLRGG-aminoluciferin luminescence, 40 min. inhibition, % at 5 µM. hit rate 1.5% among 330,000. AID 434973;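 active = inhibition above about 50% at the single test dose, limit read from the data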;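 note: plate controls were DMSO with enzyme for no effect and no enzyme buffer wells for full effect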
SENP8 block = blocks human SENP8 cleavage of Nedd8 substrate; Q96LD8; recombinant SENP8, Nedd8 substrate fluorescence; inhibition, % at 20 µM; hit rate 0.64% among 360,000; in the data active = inhibition mostly above about 40%, no sharp cut-off; inactive = mostly below about 27%
Target sequence (Q96LD8 whole entry, looked up): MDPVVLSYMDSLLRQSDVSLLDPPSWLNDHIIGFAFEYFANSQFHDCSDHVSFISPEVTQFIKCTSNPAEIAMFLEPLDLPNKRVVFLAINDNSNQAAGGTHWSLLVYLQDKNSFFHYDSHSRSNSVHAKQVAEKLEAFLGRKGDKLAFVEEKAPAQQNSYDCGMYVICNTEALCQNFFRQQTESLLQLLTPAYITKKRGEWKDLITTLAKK
GRIN3A LBD mod = modulators (binders) of human NR3A ligand-binding domain; Tm shift relative to glycine control, % at 25 µM; NR3A LBD differential scanning fluorimetry, Tm shift; 0% = protein alone, 100% = glycine-bound protein; hit rate 2.5% among 340,000;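 active = melting temperature shift of at least 10% of the positive control shift, at one fixed dose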
ATG4B inh = inhibitors of human ATG4B cysteine protease. Q9Y4P1. ATG4B cleavage of LC3-PLA2, NBD-HPC fluorescence, 1 h. inhibition, % at 8.33 µM. hit rate 0.51% among 340,000. AID 504462; in the data active = inhibition above about 40%
Target sequence (Q9Y4P1 whole entry, looked up): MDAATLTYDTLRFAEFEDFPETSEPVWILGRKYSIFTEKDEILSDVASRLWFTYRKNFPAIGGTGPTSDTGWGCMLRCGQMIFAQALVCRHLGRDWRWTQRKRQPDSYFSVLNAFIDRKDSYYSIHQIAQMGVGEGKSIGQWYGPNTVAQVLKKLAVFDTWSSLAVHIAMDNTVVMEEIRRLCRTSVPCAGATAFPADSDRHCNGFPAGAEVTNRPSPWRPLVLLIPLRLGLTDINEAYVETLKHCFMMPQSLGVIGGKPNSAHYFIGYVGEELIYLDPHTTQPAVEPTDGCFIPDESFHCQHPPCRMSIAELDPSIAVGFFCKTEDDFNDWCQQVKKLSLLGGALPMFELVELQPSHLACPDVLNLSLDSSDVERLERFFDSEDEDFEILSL
HKDC1 inhibitor = HKDC1 (human) hexokinase inhibition; Q2TB90; recombinant HKDC1, G6PDH/diaphorase resazurin coupled fluorescence; inhibition, % at 20 µM; hit rate 0.16% among 340,000;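 active = inhibition above about 35% when tested at 20 µM, limit read from the data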;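 note: plate controls were DMSO wells with enzyme for no effect and DMSO wells lacking enzyme for full effect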
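System: Recombinant HKDC1 hexokinase | Amount: HKDC1 at 5 µg/mL | Reagent: Glucose with 1 mM ATP | Doses: Single 20 µM dose | Incubation: Reaction time 90 min, room temperature, protected from light | Signal: Coupled resazurin fluorescence, excitation 525 nm, emission 613 nm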
PfGluPho inh = PfG6PD (Plasmodium falciparum) enzyme inhibition | PfGluPho enzyme, NADPH resazurin-diaphorase fluorescence | inhibition, % at 20 µM | hit rate 0.78% among 350,000;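 active = inhibition reaching at least a set limit at 20 µM in the primary screen, cut at about 59% in these data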;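 note: 0% = DMSO wells with substrate and 100% = DMSO wells lacking glucose-6-phosphate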
SENP6 block = blocks the human protease SENP6. Recombinant SENP6 catalytic domain, aminoluciferin luminescence. inhibition, % at 10 µM. hit rate 1.8% among 330,000. AID 2599;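 active = inhibition above about 50% at the single tested dose, limit read from the data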;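 note: plate controls were DMSO wells with enzyme for no effect and DMSO wells lacking enzyme for full effect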
Target sequence (Q9GZR1 628-1112 limits assumed): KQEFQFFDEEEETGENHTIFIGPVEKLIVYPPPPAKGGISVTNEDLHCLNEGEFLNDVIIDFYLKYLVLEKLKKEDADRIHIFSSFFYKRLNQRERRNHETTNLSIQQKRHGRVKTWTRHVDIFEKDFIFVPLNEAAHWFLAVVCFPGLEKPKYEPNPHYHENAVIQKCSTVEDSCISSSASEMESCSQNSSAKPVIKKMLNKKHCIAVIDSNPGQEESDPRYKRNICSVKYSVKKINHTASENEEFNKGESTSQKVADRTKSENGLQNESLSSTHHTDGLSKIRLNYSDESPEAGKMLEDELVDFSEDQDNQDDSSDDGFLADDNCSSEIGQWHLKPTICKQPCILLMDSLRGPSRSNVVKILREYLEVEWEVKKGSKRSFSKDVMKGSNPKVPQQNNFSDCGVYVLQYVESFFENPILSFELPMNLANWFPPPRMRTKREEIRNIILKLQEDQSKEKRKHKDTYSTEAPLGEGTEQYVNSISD
MPTP inh = permeability transition pore inhibition | isolated mouse mitochondria, Ca2+ swelling absorbance, 30 min | inhibition, % at 10 µM | hit rate 1.4% among 360,000;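 active = inhibition of 50% or more, scaled per plate between neutral and stimulator controls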;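 note: 0% = DMSO wells given calcium and 100% = 1 mM EGTA wells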
* hit, by the source's call; / = no result given.

SMILES	SENP7 inh	SENP8 block	GRIN3A LBD mod	ATG4B inh	HKDC1 inhibitor	PfGluPho inh	SENP6 block	MPTP inh
Cc1ccc(CNC(=O)CN(c2ccc(Cl)cc2)S(C)(=O)=O)cc1	-7	12	3	0	-7	-15	-18	3.0
Cc1ccc(-c2nc(SCC(N)=O)c(C#N)c3c2CCCC3)cc1	-1	-13	-2	2	7	-15	-11	2.7
COc1ccc(NC(=O)CN(C)C(=O)c2cccc(S(=O)(=O)Nc3ccccc3Cl)c2)cc1	7	0	2	0	-1	-23	-18	0.1
COc1ccc(S(=O)(=O)C(C#N)c2nc3ccccc3nc2N2CCCC(C)C2)cc1 (centres undefined)	3	-338	3	8	2	-3	33	24
Cc1cc(C)nc(/N=C(\N)Nc2ccc(OCc3ccccc3)cc2)n1	-7	13	0	5	-5	3	-17	34
CCOC(=O)c1cc2c(=Cc3ccc(N(C)C)cc3)c3ccccc3n2[n+]1C	/	91*	-15	22	37*	50	/	32
CCCC(C)C(=O)Nc1ccc(S(=O)(=O)N2CCCC2)cc1 (centres undefined)	-2	10	-2	-6	-5	1	10	-1.2
Cc1noc(/C=C/N(C)C)c1S(=O)(=O)N1CCCC(C(=O)NCc2ccco2)C1 (centres undefined)	-5	2	1	-6	-4	11	0	-0.8
Cc1cc(NC(=O)c2cccc(F)c2)ncc1NC(=O)c1ccco1	93*	19	0	-2	-5	-1	94*	0.2
O=C(c1cccc(F)c1)N1C2C=CC(C2)C1(C(F)(F)F)C(F)(F)F (centres undefined)	-5	10	1	15	-10	-12	-8	-1.0
O=C(O)c1ccc(N/N=C/c2cccc3cccnc23)cc1	31	-86	-2	-4	-6	-23	54*	-0.4
O=c1c([N+](=O)[O-])cc(C(F)(F)F)cn1Cc1c(Cl)cccc1Cl	-2	10	-1	5	-2	-16	2	3.1
COc1ccccc1-c1cc(C(F)(F)F)n2ncc(S(=O)(=O)c3ccccc3)c2n1	2	-254	24*	1	0	-2	9	2.1
O=C(Cc1ccccc1)Nc1ncccc1Cl	1	9	0	-15	3	-22	-8	0.4
Cc1nc(NC(=O)CN2CCN(c3ccccc3F)CC2)sc1C(=O)N(C)C	6	16	3	4	-6	-12	-6	-0.5
CSc1ccc(C#N)cc1NC(=O)c1ccc(Cl)nc1	-6	15	-3	-1	13	5	9	0.0
CCn1c(=N)n(CC(=O)OC)c2ccccc21	3	-4	2	2	-4	-14	-11	12
COC(=O)c1c(C(=O)OC)c(-c2ccccc2)n2c1CS(=O)C2 (centres undefined)	2	18	0	6	-6	-5	-16	3.7
CC(C)CNC(=O)c1cc([N+](=O)[O-])ccc1N1CCCCC1	-1	31	-2	-1	0	-17	6	-0.2
CCC1CCCCN1CCNC(=O)C1CCN(S(=O)(=O)c2c(C)noc2C)CC1 (centres undefined)	-6	0	-1	-14	-7	1	-12	-1.6
O=C(NCc1ccccc1)C1=C[C@@H](c2ccc(Br)cc2)C[C@@H](OCCCCO)O1	-4	5	-9	0	1	12	10	0.0
NS(=O)(=O)OCC1CCCCC1	-6	12	-2	-10	-8	2	-1	-3.3
CC(C)c1ccc2occ(-c3nn[nH]n3)c(=O)c2c1	-10	11	0	-10	-7	-11	-6	3.8
CCOC(=O)c1cccc(NC(=O)CSc2nnnn2CC)c1	3	9	-2	-1	1	-2	5	1.0
CC(C)(C)c1cc(N)n(-c2ccc(C(=O)O)cc2)n1	-5	11	-3	-4	-8	9	-7	0.4
Cc1cc(C(=O)COC(=O)/C=C/c2cccc(F)c2)c(C)n1C	1	25	0	5	5	2	-12	-0.3
CC(=O)c1cc(-c2nc3ccccc3n2C)n(C)c1	-3	-26	-3	-7	-3	8	-17	-0.8
CCOCCCN(C(=O)Cn1nnc(-c2ccc(OC)c(OC)c2)n1)C(C(=O)NCC1CCCO1)c1ccc(F)cc1 (centres undefined)	5	17	-4	-1	4	-3	-8	2.3
CCOP(=O)(OCC)C(Nc1ccccn1)c1ccccc1 (centres undefined)	-1	14	-4	10	-6	-19	-1	0.7
O=C(NCC1(c2ccccc2)CCCC1)c1ccccc1	-2	10	0	-1	3	3	2	1.1
Cc1cc([N+](=O)[O-])cc(/C=N\NC(=O)C2COc3ccccc3O2)c1O (centres undefined)	6	16	-4	-3	-20	-35	64*	34
N#Cc1cc(S(=O)(=O)c2ccc(Cl)cc2)c(N)[nH]c1=O	4	-283	-2	-2	-8	-25	-9	1.9
COC(=O)c1ccc(NC(=O)Nc2cccc(F)c2)cc1	90*	4	30*	-10	-8	5	88*	85*
COC(=O)c1ccc2ccn(CC(=O)NC(C)C)c2c1	-3	-258	-1	-5	-6	-2	-37	-0.9
CC(OC(=O)C1CCN(S(=O)(=O)c2ccc(Cl)cc2)CC1)C(=O)N1CCc2ccccc21 (centres undefined)	1	26	2	1	-6	5	13	-8.9
Cn1cc(C[C@H](NC(=O)OC(C)(C)C)C(=O)N[C@@H](CO)Cc2ccccc2)c2ccccc21	-5	15	0	-7	-4	7	3	0.5
CCOC(=O)c1c(C)n(C)c2ccc(O)c(CN(C)C)c12	-9	7	0	-9	-1	17	-13	0.4
COc1cccc(C(=O)Nc2ccc(NC(C)=O)cn2)c1	9	-3	-26	1	8	-16	4	-0.3
COc1ccccc1OCc1ccc(C(=O)NCc2ccco2)o1	6	9	9	5	0	-27	-9	-0.1
COc1ccc(NC(=O)CCCCCN2C(=O)[C@@H]3Cc4ccccc4CN3C2=O)cc1Cl	9	7	8	2	0	-16	1	-2.3
CCc1ccc(S(=O)(=O)Nc2cc3c(cc2N2CCOCC2)n(C)c(=O)c(=O)n3C)cc1	12	-19	-1	-5	1	6	12	-0.8
Nc1cc(N)cc(-c2nc3ccccc3[nH]2)c1	13	-349	-3	-2	8	21	5	-0.2
O=S(=O)(Cc1ccccc1Cl)NCCc1ccc(F)cc1	0	9	0	2	-3	9	-3	1.0
CCOC(=O)CC1COCCN1C(=O)c1cc(COc2ccc(F)c(F)c2)on1 (centres undefined)	7	-3	1	-9	-3	0	0	-2.2
O=C(NCCNc1ccc([N+](=O)[O-])cc1)c1cccc2c(Br)cccc12	-4	22	24*	-4	-8	-2	-7	78*

Four records drawn at random from the list so far:
SMILES	SENP7 inh	SENP8 block	GRIN3A LBD mod	ATG4B inh	HKDC1 inhibitor	PfGluPho inh	SENP6 block	MPTP inh
Nc1cc(N)cc(-c2nc3ccccc3[nH]2)c1	13	-349	-3	-2	8	21	5	-0.2
COC(=O)c1ccc2ccn(CC(=O)NC(C)C)c2c1	-3	-258	-1	-5	-6	-2	-37	-0.9
CCc1ccc(S(=O)(=O)Nc2cc3c(cc2N2CCOCC2)n(C)c(=O)c(=O)n3C)cc1	12	-19	-1	-5	1	6	12	-0.8
COC(=O)c1ccc(NC(=O)Nc2cccc(F)c2)cc1	90*	4	30*	-10	-8	5	88*	85*

(further entries)
SMILES	SENP7 inh	SENP8 block	GRIN3A LBD mod	ATG4B inh	HKDC1 inhibitor	PfGluPho inh	SENP6 block	MPTP inh
Cc1cc(C)n2nc(C(=O)OCCOc3cccc(Br)c3)nc2n1	9	6	2	-7	-3	8	2	0.4
COc1ccccc1N1CCN(C2CCN(S(=O)(=O)c3ccc(C)cc3)CC2)CC1	8	25	1	-8	3	-3	-8	2.0
O=C(NCC(=O)N1CCOCC1)c1ccc(Br)o1	-10	11	2	0	-5	2	-8	1.0
COC(=O)c1cc(OC)c(OC)cc1NC(=S)N1CCN(C/C=C/c2ccccc2)CC1	4	-36	5	-6	-1	7	11	1.0
CCc1[nH]nc2c1C(c1cccc(OC(=O)N3CCOCC3)c1)C(C#N)=C(N)O2 (centres undefined)	11	6	-1	-7	-11	31	3	2.1
COc1ccc(NC(=O)C(CC(=O)O)Cc2ccc(C)cc2)cc1 (centres undefined)	6	11	1	-4	-3	-22	12	0.8
CC(C)c1ccc(C(O)P(=O)(OCc2ccccc2)c2ccc(N(C)C)cc2)cc1 (centres undefined)	-7	9	-1	1	-2	2	-13	11
O=C(CSc1nnc(CNC(=O)c2c(F)cccc2F)o1)NCC1CCCO1 (centres undefined)	9	11	1	-6	3	-8	6	-1.7
O=C(Cc1cc(=O)[nH]c(=O)[nH]1)NCc1ccccc1	-1	4	-1	10	-3	-11	-7	0.0
Cc1cc(C(=O)COC(=O)CNS(=O)(=O)c2ccc3ccccc3c2)c(C)n1-c1ccccc1	3	7	-3	-17	-3	-1	-13	2.0
Cc1nc(Cl)c(C#N)cc1-c1ccccc1	-3	14	-2	-1	9	-11	-5	1.4
CCN(CC)C(=O)CN(c1cc(Cl)ccc1OC)S(=O)(=O)c1ccc(C)c([N+](=O)[O-])c1	5	7	0	2	-8	-6	-14	1.3
CC1(C)CC(=O)C2=C(C1)N(c1ccccc1)C(N)=C(C#N)C2c1cccnc1 (centres undefined)	10	-11	2	-8	-2	-1	-13	-5.1
CCC(C)NC(=O)C1CCN(C(=O)c2ccccc2)CC1 (centres undefined)	7	10	2	10	13	-11	2	-0.9
COc1ccc(CCNC(=O)c2ccccc2NS(=O)(=O)c2c(F)cccc2F)cc1	1	-27	-10	-4	5	-20	16	0.8
Cc1ccc(S(=O)(=O)N2CCN(C(=O)COC(=O)c3cccnc3Cl)CC2)c(C)c1	-4	10	1	-4	2	-20	-19	-2.7
COCCC(=O)N1CCC(Oc2ccc(C(=O)N3CCCC(CCCO)C3)cc2)CC1 (centres undefined)	2	4	0	7	6	-17	-2	-1.0
COC(=O)C1=C(C)N(C)C(C)=C(C(=O)OC)C1c1ccc(F)c(Br)c1	7	-20	0	-5	0	-16	-7	4.8
CN(C)Cc1cc(C(C)(C)C)cc(N2CCOCC2)c1O	/	18	3	-15	-3	28	/	-1.3
COc1ccc(/C=C/C(=O)NCCc2ccc(OC)c(OC)c2)cc1	-1	11	-2	-8	-10	5	3	5.8
COc1ccc(CCNC(=O)Cc2ccsc2)cc1	-10	4	-1	-9	-8	-1	-13	0.4
CC1CC(C)CN(S(=O)(=O)c2ccc3oc(=O)ccc3c2)C1 (centres undefined)	4	5	-1	-3	-3	0	2	1.1
O=C(CC12CC3CC(CC(C3)C1)C2)Nc1ccccc1N1CCOCC1	2	2	-1	3	-3	6	0	-2.1
COc1cccc(OC)c1C(=O)Nc1nc(COc2ccccc2)cs1	-3	-20	23*	-5	-10	16	-5	2.2
COc1ccc(CCN(C)C(=O)c2ccc(S(=O)(=O)Nc3ccccc3C)cc2)cc1OC	-3	/	0	1	-7	-2	-3	/
COc1ccc(/C=C2\SC(=S)N(NS(=O)(=O)c3ccc(C)cc3)C2=O)c(OC)c1	4	28	/	18	9	-13	-6	4.8
Cc1cc(C)nc(NNC(=O)NC2CCCCC2)n1	-3	8	0	-13	-3	14	-7	1.2
CON/C=C(\C=Nc1ccc(Cl)cc1Cl)c1ncc(C(F)(F)F)cc1Cl	-5	4	0	-6	3	-3	7	-0.1
Cc1ccc(-n2c(-c3ccncc3)n[nH]c2=S)cc1C	6	-46	1	-2	-8	25	-4	-1.4
Cc1cc(C)cc(N(CC(=O)NCc2ccco2)S(=O)(=O)c2ccccc2)c1	7	2	-3	-3	-10	-10	-11	-0.2
O=c1sc(/C=N/Nc2ccccc2)c(Cl)n1Cc1ccccc1	8	8	9	4	-12	16	15	20
CC(=O)O/C(=C\c1cn(C(C)=O)c2ccccc12)C(=O)O	1	21	0	-2	-5	-8	15	-2.1
Cc1ccc(S(=O)(=O)NCCCNc2ccc([N+](=O)[O-])cc2)cc1	5	21	-3	-19	-5	11	-3	12

Only HKDC1 inhibitor and ATG4B inh, for some of the entries so far:
| canonical_smiles | HKDC1 inhibitor | ATG4B inh |
| --- | --- | --- |
| COCCC(=O)N1CCC(Oc2ccc(C(=O)N3CCCC(CCCO)C3)cc2)CC1 (centres undefined) | 6 | 7 |
| COc1cccc(OC)c1C(=O)Nc1nc(COc2ccccc2)cs1 | -10 | -5 |
| CC(=O)O/C(=C\c1cn(C(C)=O)c2ccccc12)C(=O)O | -5 | -2 |
| Cc1ccc(-n2c(-c3ccncc3)n[nH]c2=S)cc1C | -8 | -2 |
| O=C(CC12CC3CC(CC(C3)C1)C2)Nc1ccccc1N1CCOCC1 | -3 | 3 |
